Screening results from PubChem BioAssay.
SNCA expr inh: Primary qHTS assay for inhibitors of alpha-synuclein gene (SNCA) expression; HEK-293 SNCA-luciferase knock-in, luminescence, 24 h; Potency, µM (highest dose often 57.2 µM), inactives show at the top dose activity change, negative = inhibition, hits mostly inhibitors; 0.17% of 140,000 active;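 note: potency is the fitted concentration of half-maximal effect; plate controls were DMSO cells for no effect and cell-free wells for full effect; nearly all actives have a fitted effect of over 45% in size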
NIH3T3 tox: Cytotoxic Profiling in NIH 3T3 Cell Line of Diverse Libraries Using Quantitative High-Throughput Screening; NIH 3T3 viability, CellTiter-Glo ATP luminescence, 48-72 h; Potency, µM (series often up to 96.7 µM), inactives show at the top dose activity change, negative = cytotoxicity, most hits filed as inhibitors; 4.3% of 94,000 active; note: potency is the fitted concentration of half-maximal effect; nearly all actives have a fitted effect of over 55% in size
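Mouse fibroblast NIH 3T3 cells, 400 per well, received compound via pintool and were incubated for 48 or 72 hr prior to CellTiter-Glo ATP luminescence measurement.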
HEK cytotox: Cytotoxic Profiling in HEK 293 Cell Line of Diverse Libraries Using Quantitative High-Throughput Screening | HEK 293 viability, ATP luminescence (CellTiter-Glo), 48-72 h | Potency, µM (highest dose often 115 µM), without a hit: top-dose activity change, negative = cytotoxicity, actives largely listed as inhibitors | 6.6% of 94,000 active | AID 1345083, 2018; note: potency is the fitted concentration of half-maximal effect; nearly all actives have a fitted effect of over 60% in size
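HEK 293 cells seeded at 250 cells/well were exposed to compound for 48 or 72 hr at 37 degree Celsius. Viability taken as ATP content by CellTiter-Glo luminescence.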
HEK293 viab: GF-AFC viability counterscreen for inhibitors of alpha-synuclein gene (SNCA) expression; HEK-293-SNCA-luc viability, GF-AFC fluorescence, 24 h; Potency, µM (doses to about 57.1 µM), inactives show top-dose activity change, negative = cytotoxicity, hits mostly cytotoxic; 0.12% of 150,000 active;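 note: potency is the fitted concentration of half-maximal effect; 0% = DMSO-treated cells and -100% = medium-only wells without cells; nearly all actives have a fitted effect of over 30% in size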
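HEK-293-SNCA-luc cells (1500/well) plated 24 h, then exposed 24 h to a dilution series; GF-AFC added 30 min at 37C, fluorescence 405/540 nm; normalised to medium-only and DMSO wells, Hill fit.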
FLuc inh: Firefly luciferase inhibition profiling of diverse chemical library using quantitative high-throughput screening; purified P. pyralis luciferase, luminescence, biochemical; Potency, µM (top dose mostly 115 µM), for inactives: at the highest dose activity change, negative = inhibition, most hits filed as inhibitors; 2.5% of 76,000 active; AID 1347043, 2019; note: potency is the fitted concentration of half-maximal effect; nearly all actives have a fitted effect of over 65% in size
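Purified P. pyralis luciferase (10nM final) in 50mM Tris acetate pH 7.5, 10mM Mg acetate, 0.01% Tween-20, 0.05% BSA with 10uM D-luciferin and 10uM ATP. Compounds titrated qHTS. Luminescence imaged on CCD.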
IP6K1 inhibitor: Primary qHTS assay for small molecule inhibitors of Inositol hexaphosphate kinase 1 (IP6K1). IP6K1 kinase, ADP-Glo luminescence, 2 h; hits give low values. activity change, % (series mostly up to about 58 µM). 0.81% of 140,000 active; in the data active = activity change below about -25%
Target sequence (Q92551 whole entry, looked up): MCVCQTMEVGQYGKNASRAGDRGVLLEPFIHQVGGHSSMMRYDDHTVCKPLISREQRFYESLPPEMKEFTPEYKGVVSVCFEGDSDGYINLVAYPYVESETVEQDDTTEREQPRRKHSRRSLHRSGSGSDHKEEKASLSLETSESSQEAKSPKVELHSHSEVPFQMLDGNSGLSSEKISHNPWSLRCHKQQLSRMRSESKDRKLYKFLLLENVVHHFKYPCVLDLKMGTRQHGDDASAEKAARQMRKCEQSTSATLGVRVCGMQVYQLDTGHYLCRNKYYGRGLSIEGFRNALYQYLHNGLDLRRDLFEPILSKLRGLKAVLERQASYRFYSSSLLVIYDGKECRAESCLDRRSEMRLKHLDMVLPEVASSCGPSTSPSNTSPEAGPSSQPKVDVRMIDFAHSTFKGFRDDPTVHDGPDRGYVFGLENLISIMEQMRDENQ
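ADP-Glo luminescence measures ADP made by human IP6K1 during a 2 h RT reaction with ATP/IP6 (mix at 1.3 mM/130 uM); top library doses 57.5 and 19.1 uM final.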
GPT2 inh: Primary qHTS assay for inhibitors of Glutamate pyruvate transaminase 2 (GPT2). Alanine aminotransferase 2 (Homo sapiens), Q8TD30. Potency, µM (series often up to 57.7 µM), for inactives: at the highest dose activity change, negative = inhibition, hits mostly inhibitors. Recombinant GPT2, coupled pyruvate oxidase/HRP Amplex Red fluorescence. AID 1671188, 2021. 0.25% of 100,000 active; note: potency is the fitted concentration of half-maximal effect; nearly all actives have a fitted effect of over 60% in size; many of its hits are not listed in these tables
Target sequence (Q8TD30 whole entry, looked up): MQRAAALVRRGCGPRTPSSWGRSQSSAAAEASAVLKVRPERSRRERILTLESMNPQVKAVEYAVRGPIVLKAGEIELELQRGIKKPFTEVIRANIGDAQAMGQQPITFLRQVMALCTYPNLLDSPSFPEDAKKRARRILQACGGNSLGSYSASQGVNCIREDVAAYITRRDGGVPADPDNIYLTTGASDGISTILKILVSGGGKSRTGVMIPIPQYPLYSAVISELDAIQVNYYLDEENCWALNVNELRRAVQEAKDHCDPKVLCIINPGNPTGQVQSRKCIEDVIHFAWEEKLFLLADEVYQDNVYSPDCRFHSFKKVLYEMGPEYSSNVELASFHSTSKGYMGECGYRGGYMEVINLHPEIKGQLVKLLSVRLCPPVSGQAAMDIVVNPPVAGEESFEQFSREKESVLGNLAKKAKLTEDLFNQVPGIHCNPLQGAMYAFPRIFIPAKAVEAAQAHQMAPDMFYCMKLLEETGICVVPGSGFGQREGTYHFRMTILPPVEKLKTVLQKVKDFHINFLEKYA
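Inhibition is scored from Amplex Red fluorescence generated when pyruvate oxidase and HRP act on pyruvate released by GPT2. Reactions contain 10ng/uL enzyme, 250uM a-KG and 2mM L-alanine and run 30 min at room temperature.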
The depositor's hits bear a star; i = inactive; ? = inconclusive; · = not tested or not shown; [ ] = remark or other dose. Unless noted, calls come from the whole dose curve; as a rule, active = well fitted curve in the direction sought with a large enough effect; inconclusive = small, poorly fitted or top-dose-only effect, or another doubt; inactive = no such curve, though single readings can be large; an effect the other way counts as inactive or inconclusive. Unless noted, % is set by controls: 0 for no effect and ±100 for the full control effect. Only part of the results is shown, so the mix of outcomes need not match the whole.

SMILES | SNCA expr inh | NIH3T3 tox | HEK cytotox | HEK293 viab | FLuc inh | IP6K1 inhibitor | GPT2 inh
C[C@@H]1O[C@@H](O[C@@H]2[C@@H](O)[C@H](O[C@H]3[C@H](O[C@H]4CC[C@@]5(C)C(CC[C@]6(C)C5CC=C5[C@@H]7CC(C)(C)CC[C@]7(C(=O)O[C@@H]7O[C@H](CO)[C@@H](O)[C@H](O)[C@H]7O)CC[C@]56C)C4(C)C)O[C@H](C(=O)O)[C@@H](O)[C@@H]3O)OC[C@H]2O)[C@H](O)[C@H](O)[C@H]1O (stereo not given in full) | · | · | · | -11%[12.5 µM] | · | 12 | i
CN(C)c1nc2c(c(N3C[C@@H](CN4CCCC4)[C@@H](CO)C3)n1)CCCC2 | -17% | ? | ? | ? | -1% | -1 | -23%
CCOc1ccc(NC(=O)Cn2cc(C(=O)C3CC3)c3ccccc32)cc1 | 14% | · | · | 3% | · | -3 | ·
CCN(CC)Cc1ccc2c(c1)CN(C(=O)Cc1c[nH]c3ccccc13)CCO2 | 2% | -21% | ? | -13% | -1% | 7 | i
O=c1n(-c2ccc([N+](=O)[O-])cc2)nc2n1CCN(Cc1ccc(OC(F)(F)F)cc1)C2 | -19% | ? | 35µM* | -3% | -13% | 7 | i
CN1C[C@@H](NC(=O)c2cccnc2)C[C@H]1c1nc(-c2cnccn2)no1 | 8%[87.6 µM] | i | -6%[172 µM] | 1%[87.6 µM] | 10%[172 µM] | -8 | -4%[88.5 µM]
Cc1c(C(=O)N2CCCCCC2)c(S(=O)(=O)Nc2cccc(C#N)c2)c(C)n1C | 1% | · | · | -3% | · | -13 | ·
Cc1cccc(Cn2c(C)c(CNC3CCCCCC3)c(C(=O)O)c2C)c1 | 7% | · | · | -6% | · | -12 | ·
Cc1ccc(S(=O)Cc2ccc(C(=O)NCc3ccc(OC(C)C)cc3)o2)cc1 (stereo not given) | -10% | · | · | -5% | · | 9 | ·
COc1cccc(S(=O)(=O)N2CCC3(CC2)C(=O)NN=C3c2ccccn2)c1 | 24% | -20% | -15% | -13% | -12% | -5 | i
N#CCCN1CCN(C(=O)c2cn3ccnc(-c4ccc(F)cc4)c3n2)CC1 | -12% | -1% | 3% | -1% | -5% | 23 | -5%
CCC1(N2CCN(S(=O)(=O)c3ccc(F)c(C)c3)CC2)CCN(C(=O)C(C)C)C1 (stereo not given) | 1% | ? | ? | -1% | -1% | 7 | i
Cc1ccc2oc(=O)n(CCC(=O)NC3CCCN(c4ncccn4)C3)c2c1 (stereo not given) | -5% | -7% | i | -9% | -13% | 4 | 3%
CN1CC(=O)N(C2CCNCC2)Cc2c(NCCOc3ccccc3)ncnc21 | -8% | i | -10% | -2% | · | -8 | i
COc1ccc(S(=O)(=O)Nc2c(C)nc3nc[nH]n3c2=O)cc1 | -5% | · | · | -2% | · | 0 | ·
COc1cccc(NC(=O)CCS(=O)(=O)c2ccc3c(c2)oc(=O)n3C)c1 | -12% | · | · | -4% | · | -15 | ·
Cc1ccccc1NC(=O)N1CCC2(CCCN(C3CCOCC3)C2=O)C1 (stereo not given) | 11% | 4% | i | -2% | 7% | -7 | 2%[11.5 µM]
COc1ccc(OC)c(NC(=O)c2ccc3c(Cl)c4c(nc3c2)CCCC4)c1 | 10% | · | · | 0% | · | -15 | ·
COCCCn1c(=O)c(C(=O)NC2CC2)nc2cccnc21 | -3%[87.6 µM] | i | i | 2%[87.6 µM] | · | 3 | -1%[88.5 µM]
NC(=O)c1cnc(NCCc2ccc(O)c(Cl)c2)nc1NCc1ccccc1 | · | · | · | ? | · | -22 | 2%
O=C(c1ccccc1)N1CCC(n2c(=O)[nH]c3ccccc32)CC1 | 1%[87.6 µM] | -8%[138 µM] | -25%[172 µM] | -6%[87.6 µM] | · | -1 | i
COCCOc1ncccc1-c1noc([C@@H]2CCCN2CC(C)(C)C)n1 | -11%[87.6 µM] | ? | 63µM* | 18%[87.6 µM] | -6%[172 µM] | 15 | -13%[88.5 µM]
COc1cccc(CN2CC(O)CN(S(C)(=O)=O)CC2=O)c1OC (stereo not given) | · | ? | -15% | · | · | 4 | ·
COc1ccc(NC(=O)Cn2c(=O)n(-c3ccc(OC)c(OC)c3)c(=O)c3ccccc32)cc1 | 8% | · | · | -3% | · | -5 | ·
[O-][n+]1cccc(/C(Cl)=N/OC[C@@H](O)CN2CCCCC2)c1 | -26%[25.6 µM] | · | · | 1%[23.9 µM] | · | 4 | 4%
Further records follow.
SMILES | SNCA expr inh | NIH3T3 tox | HEK cytotox | HEK293 viab | FLuc inh | IP6K1 inhibitor | GPT2 inh
COCC(=O)NC1CCN(C(=O)c2ccc(-c3ncccc3C#N)cc2)CC1 | -1% | -20% | -7% | 6%[12.5 µM] | · | 1 | i
Cc1ccc(CN2CCN(CC(=O)Nc3ccc(C)c(C)c3)S2(=O)=O)cc1 | 8% | · | · | ? | · | -10 | ·
CCOC(=O)c1oc2ccc(S(=O)(=O)n3nc(-c4ccccc4OC)cc3N)cc2c1C | -11% | · | · | 10% | · | 12 | ·
Cc1ccc(CNC(=O)CCc2ccnc(N3CCCC3)c2)cc1 | -28% | 1% | 3% | 7% | 2% | -5 | -4%
CC(C)CCN1C[C@@H]2[C@H](C1)N(Cc1ccccc1F)C(=O)C(C)(C)[S+]2(=O)[O-] | -24%[87.6 µM] | ? | ? | -10%[87.6 µM] | 6%[172 µM] | 16 | 1%[88.5 µM]
O=C1N(Cc2ccccc2)c2ccccc2C12CCN([S+](=O)([O-])c1cccc(C(F)(F)F)c1)C2 (stereo not given) | -37% | -21% | -20% | -5% | -2% | 8 | i
CCc1cccc(NC(=O)COC(=O)c2cn(CC)c3nc(C)ccc3c2=O)c1 | 12% | · | · | 5% | · | 24 | ·
NC(=O)CCC[C@H]1NC[C@@H]2C[C@H]1CN(Cc1ccccc1)C2 | 2% | i | -23% | -6% | -9% | 25 | i
CCC(CC)NC(=O)C1(CCO)CCN(c2ncccn2)C1 (stereo not given) | -2% | 4% | 3% | -2% | -1% | 2 | 3%
Cc1ccc(CNC(=O)c2nnn(Cc3ccc(F)cc3)c2N)cc1 | -3% | · | · | -10% | · | -8 | ·
NC1CCN(Cc2ccc(C(=O)NCc3ccc(S(N)(=O)=O)cc3)c(=O)[nH]2)C1 (stereo not given) | -14% | 3% | i | -9% | 4% | 5 | i
COc1ccc(C2NC(=O)c3c(sc4c3CCN(C)C4)N2)cc1O (stereo not given) | ? | · | · | 1% | · | 11 | ·
Cc1nc(-c2cccc(F)c2)sc1CCNC(=O)c1ccc(F)c(F)c1 | -6% | · | · | 1% | · | 13 | ·
COCc1nc(-c2ccc(OC3CN(C(=O)c4ccc(OC)cc4)C3)cc2)no1 | ? | ? | ? | -10% | 7% | 19 | 5%
Cc1ccc2[nH]c3c(=O)n(CC(=O)NCCCN4CCN(c5ccc(F)cc5)CC4)ncc3c2c1 | 15% | · | · | 7% | · | 26 | ·
COc1ccccc1N1CCN(CC[C@@H]2CC[C@H](O)[C@@H](C(=O)Nc3ccccc3)O2)CC1 | 33% | -1% | -7% | ? | -1% | 18 | -7%
CCOCCNC(=O)[C@@H]1CCCN1c1nccc(Nc2ccccc2Cl)n1 | 13% | -27% | ? | 6%[12.5 µM] | · | 8 | 3%
COc1ccc([C@@H]2CN(Cc3ccc(C#N)cc3)C[C@H]2N(C)C)cc1 | -6% | -13% | -27% | -3% | 9% | 4 | -3%
COc1ccccc1C(=O)NCC1Cn2cccc2C(=O)N1Cc1ccccc1 (stereo not given) | -8% | -15% | -14% | 0% | 5% | -8 | i
O=Cc1cccc(N2CCN(C(=O)NC3CCCCC3)CC2=O)c1 | -14% | -25% | ? | -9% | · | 17 | 4%
NC(=O)Cc1c[nH]c2ncc(-c3cccc(F)c3)cc12 | 0%[87.6 µM] | 89µM* | -13%[230 µM] | 1%[87.6 µM] | -11%[230 µM] | -35* | -11%[88.5 µM]
CCC(=O)Nc1ccc(C2(C(=O)N3CCCCCC3)CCC2)cc1 | 19% | -1% | -24% | -5% | -19% | 22 | 3%
Cc1ccc(-c2cc3c(=O)n(CCNC(=O)Cc4ccccc4Cl)ccn3n2)c(C)c1 | 1% | -21% | -26% | 1% | 2.5µM* | -3 | i
COCCN(C)C[C@@H]1CN(C(=O)c2ccc(C(C)=O)s2)C[C@@H]1CO | 1% | -9% | -7% | 9% | 0% | 8 | ?
O=C(Nc1ccc(Cl)c(C(F)(F)F)c1)C1CCCN(S(=O)(=O)c2cccc3cccnc23)C1 (stereo not given) | -4% | · | · | 6% | · | 4 | ·
The list goes on:
SMILES | SNCA expr inh | NIH3T3 tox | HEK cytotox | HEK293 viab | FLuc inh | IP6K1 inhibitor | GPT2 inh
CCN(CC)C(=O)Cn1c(=O)n(-c2ccc(OC)cc2OC)c(=O)c2c(C)c(C(=O)N(CC)CC)sc21 | 4% | · | · | 4% | · | 13 | ·
COc1ccc(CN2CCCC(COc3ccccc3C(=O)NC3CC3)C2)c(OC)c1 (stereo not given) | 13% | -4% | ? | -9% | 3% | -6 | i
COCCOc1cc(=O)n2c(c1C(=O)Nc1cccc(OC)c1)CCOCC2 | 36%[activator] | 2% | -2% | -20% | -8% | -6 | -22%
C[S+](=O)([O-])N1CCN(c2nc3ncccc3o2)CC1 | 22%[87.6 µM] | -20%[138 µM] | -15%[172 µM] | 9%[87.6 µM] | -11%[172 µM] | 7 | i
COCc1cc(C[C@@H]2CC[C@H](O)[C@@H](CNC(=O)NC3CCCCC3)O2)no1 | 31%[activator][87.6 µM] | ? | -6%[172 µM] | 5%[87.6 µM] | -7%[172 µM] | 4 | ?
Cc1nonc1C1CCCN1c1ccc(-c2nc(COc3ccccc3)no2)cn1 (stereo not given) | 13% | ? | ? | -7% | -9% | -11 | 5%

5 of these compounds in a different format:
Below each SMILES – SNCA expr inh | NIH3T3 tox | HEK cytotox | HEK293 viab | FLuc inh | IP6K1 inhibitor | GPT2 inh
COCCN(C)C[C@@H]1CN(C(=O)c2ccc(C(C)=O)s2)C[C@@H]1CO
→ 1% | -9% | -7% | 9% | 0% | 8 | ?
O=C(Nc1ccc(Cl)c(C(F)(F)F)c1)C1CCCN(S(=O)(=O)c2cccc3cccnc23)C1 (stereo not given)
→ -4% | · | · | 6% | · | 4 | ·
CCN(CC)C(=O)Cn1c(=O)n(-c2ccc(OC)cc2OC)c(=O)c2c(C)c(C(=O)N(CC)CC)sc21
→ 4% | · | · | 4% | · | 13 | ·
COc1ccc(CN2CCCC(COc3ccccc3C(=O)NC3CC3)C2)c(OC)c1 (stereo not given)
→ 13% | -4% | ? | -9% | 3% | -6 | i
COCCOc1cc(=O)n2c(c1C(=O)Nc1cccc(OC)c1)CCOCC2
→ 36%[activator] | 2% | -2% | -20% | -8% | -6 | -22%
